# Pf gamet viab = kills late stage P. falciparum gametocytes. P. falciparum stage V gametocytes, ATP luminescence, 24 h. inhibition, % at 10.9 µM. 0.065% of 150,000 active;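 active = inhibition above the mean plus 3 SD of compounds within the control limits, set per campaign, cut at about 38% in these data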;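 also: 0% = DMSO wells and 100% = medium only without gametocytes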
# Avidin bead fluor = avidin bead compound fluorescence profile; 0.38% of 220,000 active; fluorescence (KMESF) at 10 µM; Avidin beads, compound fluorescence 488/530 nm, flow cytometry; active compounds read high; in the data active = fluorescence above about 47; also: inactives centre near 10
# Mcl1 Noxa PPI = Mcl-1/Noxa interaction inhibition | Q07820 | inhibition, % at 21.7 µM | TR-FRET Mcl-1/Noxa peptide binding, 2 h | AID 1022 | 1.5% of 220,000 active;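 active = compounds that cut the protein-peptide binding signal by more than 50% relative to plate controls in a single-dose test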;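 also: His-tagged Mcl-1 with rhodamine Noxa BH3 peptide and terbium anti-His antibody; 0% = Mcl-1 plus Noxa peptide wells and 100% = peptide-only wells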
# Target sequence (Q07820 whole entry, looked up): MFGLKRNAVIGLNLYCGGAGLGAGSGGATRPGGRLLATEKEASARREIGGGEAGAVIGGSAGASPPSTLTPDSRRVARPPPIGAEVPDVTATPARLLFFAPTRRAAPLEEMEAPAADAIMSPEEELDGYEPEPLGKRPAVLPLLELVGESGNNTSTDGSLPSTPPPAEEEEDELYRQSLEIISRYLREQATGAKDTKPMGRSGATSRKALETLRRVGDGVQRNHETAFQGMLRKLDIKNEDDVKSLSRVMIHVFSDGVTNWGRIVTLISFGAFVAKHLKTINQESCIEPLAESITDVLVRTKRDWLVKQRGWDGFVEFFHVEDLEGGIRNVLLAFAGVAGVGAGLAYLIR
# An asterisk follows results filed as active.
SMILES,Pf gamet viab,Avidin bead fluor,Mcl1 Noxa PPI
Cc1nc(C(F)(F)F)ccc1C(=O)Nc1ccc(C(F)(F)F)cn1,-22,3,-12
Cc1cccc(C)c1N1C(=O)[C@@H]2C(c3ccccc3Cl)=NO[C@@H]2C1=O,-2,7,-8
CSc1sc(C(=O)NNC(C)=O)c2c1C=CCC2,14,9,3
C=CCOc1ccc(/C=C2\N=C(C)OC2=O)cc1OC,-14,7,-13
CC1=NN(C(=O)c2ccoc2C)C(O)(C(F)(F)F)C1 (centres undefined),2,8,8
Cc1ccc(S(=O)(=O)Nc2cc(-c3ccccc3)nn2C)cc1,-16,7,-2
COc1cccc(N2CCN(CC(=O)NC3=Nc4ccccc4N=C(C)C3c3ccccc3)CC2)c1 (centres undefined),-2,5,-13
COc1ccc(/C=N/NC(=O)c2ccc3nc[nH]c3c2)c(OC)c1OC,-30,7,-7
CCOc1cc(/C=C2\NC(=O)NC2=O)cc([N+](=O)[O-])c1O,-20,8,8
CC(C)Oc1cccc(C(=O)C2CCCN(Cc3cccn3-c3cccnc3)C2)c1 (centres undefined),4,7,6
N#Cc1ccc(C23CC4(C2)[C@H](CN(Cc2cccnc2)[C@@H]4c2ccccc2)C3c2ccccc2)cc1 (some centres undefined),-9,18,-2
CSc1nnc(NC(=O)c2cc(=O)c3cc(C)cc(C)c3o2)s1,8,3,30
CCc1ccc(C(=O)NNc2ccc(Cl)cc2)cc1,10,3,2
Cc1ccc(N2CCN(C(=O)NC3CCCCC3)CC2C)cc1 (centres undefined),13,10,-7
Cc1cc(O)c(-c2cc(C(=O)NCCc3ccc(S(N)(=O)=O)cc3)[nH]n2)cc1C,5,7,19
CCCN(Cc1cc2cc(C)ccc2[nH]c1=O)C(=O)c1ccccn1,14,5,13
NC(=O)[C@@H]1CC2(CC(c3cccc(NC(=O)CC(c4ccccc4)c4ccccc4)c3)=NO2)CN1C(=O)[C@@H]1CCC(=O)N1 (some centres undefined),11,13,20
O=C(CN1CCN(c2ccccc2)CC1)Nc1scc2c1c(=O)oc1ccccc12,-18,8,-8
CC(=O)Nc1ccc(S(=O)(=O)Nc2nc3ccccc3nc2Nc2cccc(S(N)(=O)=O)c2)cc1,-10,6,6
CCOc1ccc(CN(C)CC(=O)NCc2ccccc2)cc1,0,6,-3
CCOC(=O)c1c(-c2ccccc2)oc2ccc(OCC(=O)O)cc12,4,6,4
Cc1c(NC(=O)C2CCN(S(=O)(=O)c3cccs3)CC2)c(=O)n(-c2ccccc2)n1C,-12,5,-4
CCCCNc1nc2c(-c3ccccc3)nnn2c2ccccc12,8,6,-44
COc1ccc(C2CC(C(F)(F)F)n3nc(C(=O)O)cc3N2)cc1 (centres undefined),-13,4,19
CCNC(=S)/N=C(/Nc1ccc(OC)cc1)Nc1nc(C)cc(C)n1,-7,7,2
CCc1nc(NCCO)c(C#N)c2c1CCCC2,16,8,1
O=C(Nc1cccc(C(F)(F)F)c1)Oc1ccccc1N1CCOCC1,-24,7,2
CCOC(=O)c1[nH]c2ccc(Br)cc2c1NC(=O)CCN1CCOCC1,-26,3,4
Cc1cccn2c(=O)c3cc(C(=O)NC4CCCCC4)c(=N)n(CCN4CCOCC4)c3nc12,-3,7,13
CC(C)(C)OC(=O)N1CCC[C@H]1C(=O)N/N=C/c1ccc2ncccc2c1,12,7,5
CCN(Cc1cc2cc(C)ccc2[nH]c1=O)C(=O)c1cccc([N+](=O)[O-])c1,-10,5,4
Cn1nc(C(F)(F)F)c(-c2ccccc2)c1NC(=O)CSCC(=O)O,-1,5,11
Cc1[nH]nc2c1C(c1c[nH]c3ccccc13)C(C#N)=C(N)O2 (centres undefined),-1,8,8
Cc1ccc(-c2csc(NC(=O)C[n+]3cc(-c4ccc(C)cc4)n4c3CCC4)n2)cc1,-7,5,1
Cc1c(NS(=O)(=O)c2ccc(S(=O)(=O)c3ccccc3)s2)c(=O)n(-c2ccccc2)n1C,-23,5,9
Cc1nn(C2CCS(=O)(=O)C2)c(Cl)c1/C=C/C(=O)OCC(N)=O (centres undefined),-1,6,13
CCC(=O)Nc1ccc(C(=O)CSc2nnc(-c3ccc(NS(=O)(=O)CC)cc3)o2)cc1OC,-13,10,21
Cc1ccccc1N1C(=O)C(Cc2ccc(F)cc2)S/C1=C(\C#N)C(N)=O (centres undefined),-4,5,-16
COc1cccc(CSc2nc3ccncc3[nH]2)c1,15,6,2
O=C(O)C1=C[C@H](c2cccs2)C[C@H](OCc2ccc(CO)cc2)O1,-9,12,-1
O=C(O)c1ccccc1CSc1nnc2c(n1)[nH]c1ccccc12,11,2,13
N=c1c2c3c(sc2ncn1Nc1ccccc1)CCC3,2,15,-2
Cc1c(S(=O)(=O)NCCc2ccccc2)c(=O)n(C)c(=O)n1C,-1,7,-2
CCOC(=O)CNC(=S)SC,-14,6,-1
O=C(O)CCn1c(O)c(C=C2N=c3ccccc3=N2)sc1=S,-25,9,-41
O=C(N/N=C/c1ccccn1)c1ccc2nc[nH]c2c1,-17,8,-16
CCN(CC)S(=O)(=O)c1ccc(C(=O)Nc2nnc(NC(=S)Nc3ccccc3)s2)cc1,-8,4,-104
COc1cc(/C=N/n2c(-c3cc(C)[nH]n3)n[nH]c2=S)ccc1O,-18,3,15
O=S(=O)(NCCNc1nccc(C(F)(F)F)n1)c1ccccc1,-17,7,-13
COc1ccc2nc(SCC(=O)C(C)(C)C)[nH]c2c1,4,7,12

# A few values from the results shown.
# O=C(O)CCn1c(O)c(C=C2N=c3ccccc3=N2)sc1=S in Mcl1 Noxa PPI is listed with -41
# CCOC(=O)CNC(=S)SC in Avidin bead fluor is listed with 6
# O=C(O)c1ccccc1CSc1nnc2c(n1)[nH]c1ccccc12 in Mcl1 Noxa PPI is listed with 13
# O=C(N/N=C/c1ccccn1)c1ccc2nc[nH]c2c1 in Avidin bead fluor is listed with 8
# Cc1c(S(=O)(=O)NCCc2ccccc2)c(=O)n(C)c(=O)n1C in Pf gamet viab is listed with -1
# COc1cc(/C=N/n2c(-c3cc(C)[nH]n3)n[nH]c2=S)ccc1O in Pf gamet viab is listed with -18
# O=S(=O)(NCCNc1nccc(C(F)(F)F)n1)c1ccccc1 in Pf gamet viab is listed with -17

# Further entries:
SMILES,Pf gamet viab,Avidin bead fluor,Mcl1 Noxa PPI
COc1ccccc1CNCC(=O)Nc1cc(S(=O)(=O)N2CCCCCC2)ccc1Cl,1,6,-68
Cc1occc1C(=O)N/N=C/c1ccc(N(C)C)cc1,12,8,37
CCN(CC)CC#Cc1ccc(C)cc1,-19,8,12
CC1CCCC(NC(=O)c2ccc3c(SCC(=O)O)c4c(nc3c2)CCC4)C1C (centres undefined),-11,7,-3
CCN(CC)S(=O)(=O)c1cc(NC(=O)NCCCl)ccc1C,-4,4,-9
COc1ccc(/C(=N/OC(C)=O)c2nccc3cc(OC)c(OC)cc23)cc1OC,18,7,2
O=C(Nc1cccc(Cl)c1N1CCOCC1)c1ccc([N+](=O)[O-])o1,-5,7,11
COc1c(Cl)cccc1-c1cn2ccccc2n1,10,7,2
Cc1nn(-c2ccc(Cl)cc2)c(=O)c2c(C)noc12,10,7,-6
O=C(NOC(=O)c1ccccc1)c1ccccc1,-8,6,-5
Cc1cc(C)n(-c2ccc3nnc(C)n3n2)n1,-6,3,1
Clc1cc2nc[nH]c2cc1Cl,-16,6,-3
Cc1ccc(-c2nc3[nH]c(=O)cc(NC(=O)c4cccs4)n3n2)cc1,8,5,16
CN(C1CCCCC1)S(=O)(=O)c1ccc2[nH]c(=O)oc2c1,-4,8,19
CSc1nc(N)n2nc(-c3ccccc3)cc2n1,17,3,-15
CNC(=O)Nc1cccc(-c2ccnc(C)n2)c1,-16,7,-5
O=C(O)CC1(CC(=O)Nc2ccccc2N2CCOCC2)CCCC1,-14,6,-3
CN(C)S(=O)(=O)c1ccc(Cl)c(NC(=O)COC(=O)C2CCCO2)c1 (centres undefined),1,10,4
CNc1ncc(-c2nnnn2-c2ccccc2)c(-c2ccccc2)n1,22,7,9
Oc1ccc(Br)cc1CNc1ccccn1,-1,7,9
COc1cc(C(CCN2CCCCC2)c2c(OC)cc(OC)c3c(C)cc(=O)oc23)cc(OC)c1OC (centres undefined),11,11,10
Cc1ccc(N2CCN(C(=S)c3ccc(-c4ccccc4[N+](=O)[O-])o3)CC2)cc1,14,6,-21
O=C(Nc1ccc(Oc2cccnc2)nc1)c1ccc(C(F)(F)F)cc1,-10,6,-7
CC(C)(C)OC(=O)NCCNC(=O)c1cccs1,11,7,12
COc1ccc(CNC(=O)c2cc(-c3cc(C)cc(C)c3O)n[nH]2)cc1,3,7,3
O=C(Nc1ccc(N2CCOCC2)cc1)c1nc2ccccc2s1,-9,7,6
NC(=O)N/N=C\c1cccs1,-13,12,-22
COc1ccc(CCNC(=O)CSc2nn(-c3ccccc3)c(=S)s2)cc1,-2,9,16
NCCCCCC(=O)N/N=C/c1ccc2nccnc2c1,4,8,9
Fc1ccc(CNCCC(Cc2ccccc2)c2ccco2)cc1 (centres undefined),12,5,-5
Cc1noc(C)c1C(=O)N1CCC(C(=O)c2ccc(F)cc2F)CC1,14,2,-6
Cc1cccc2nc3c(nc12)-c1ccccc1C3=O,15,10,-9
Cc1ccc(CN2CCN(/N=C/c3ccccc3)CC2)cc1,-13,9,-10
Cc1ccc(Nc2nc(C(=O)N3CCC(C(=O)NC(C)C)CC3)cs2)cc1,-23,9,2
CCn1cc(C(=O)NCc2cccs2)c(=O)c2cc(S(=O)(=O)N3CCOCC3)ccc21,13,7,20
CC(C)(C)c1ccc2c(c1)OC(C(=O)N/N=C\c1ccncc1)CO2 (centres undefined),-4,4,-4
CCOc1ccc2c(c1)nc(NCCCO)n2Cc1ccccc1,23,7,-19
CCOC(=O)c1ccc(NC(=S)NNC(C)(C)C)cc1,-27,9,31
COc1ccc(NC(=O)CN2C(=O)/C(=C3\SC(=S)N(C4CCS(=O)(=O)C4)C3=O)c3ccccc32)cc1 (centres undefined),0,6,89*
O=C(NN1C(=O)C2C3C=CC([C@H]4CC34)[C@@H]2C1=O)c1ccc(Br)cc1 (some centres undefined),-13,7,-5
COc1ccccc1N1CC(C)(C)C(=O)N(C(=O)c2ccc(Cl)cc2)C1=S,-2,10,-10
O=C(CCc1ccc(O)cc1)N/N=C/c1coc2ccccc2c1=O,-14,3,16
CN(Cc1ccccc1)C(=O)COc1ccc(Br)cc1Cl,8,7,9
COc1cccc(C(=O)Nc2c[nH]c(=O)[nH]c2=O)c1,-7,8,-1
COc1ccc(/C=N/NC(=O)c2ccc3nc[nH]c3c2)cc1,-16,4,-13
O=S(=O)(Cc1ccccc1)Nc1ccc(S(=O)(=O)N2CCCC2)cc1,-8,7,3
Cc1cc(NC(=O)C(=O)NCc2cccc(Cl)c2)no1,4,7,-13
O=C(Nc1cscc1S(=O)(=O)c1ccc(Cl)cc1)c1ccccc1Cl,-14,7,-1
CCCNC(=O)c1ccc2c(=O)c(O)c(C)[nH]c2c1,5,7,-33
OCCC1CN(Cc2cc(F)ccc2-n2cccn2)CCN1Cc1ccc(F)cc1 (centres undefined),5,5,13

# Quoted at random: three entries already listed
SMILES,Pf gamet viab,Avidin bead fluor,Mcl1 Noxa PPI
Cc1ccccc1N1C(=O)C(Cc2ccc(F)cc2)S/C1=C(\C#N)C(N)=O (centres undefined),-4,5,-16
O=C(CN1CCN(c2ccccc2)CC1)Nc1scc2c1c(=O)oc1ccccc12,-18,8,-8
Cn1nc(C(F)(F)F)c(-c2ccccc2)c1NC(=O)CSCC(=O)O,-1,5,11

# The results go on:
SMILES,Pf gamet viab,Avidin bead fluor,Mcl1 Noxa PPI
O=C(NCC1CCCO1)C(=O)N/N=C/c1ccc(O)c(Cl)c1 (centres undefined),-7,5,7
N#C/C(=C\c1ccc(OC(F)F)cc1)C(=O)N1CCCCC1,1,8,11
COC(=O)c1ccc(C2NC(=O)c3c(sc(C)c3C)N2)cc1 (centres undefined),-5,6,17
C/C(CC1CC(C)(C)OC1=O)=N\NC(N)=S (centres undefined),-3,13,4
CC1(C)Cc2cccc(C(=O)Nc3ccncc3)c2O1,-23,5,-2
CCc1ccc(/C=N\n2cnnc2)cc1,9,9,-5
C=CCn1c(-c2cc(-c3ccccc3)sc2N)n[nH]c1=S,9,3,16
CCN(CC)C(=O)Oc1ccc(Br)cc1C(=O)Nc1ccc(F)c(Cl)c1,17,3,-20
C=CCN=C1S/C(=C/c2ccc([N+](=O)[O-])cc2)C(=O)N1CC=C,-16,7,2
CC(C)(C)c1ccc(C(=O)Nc2ccc(O)c3c(=O)cc(-c4cccc(Cl)c4)oc23)cc1,7,10,7
O=C(NC(=O)c1ccc(F)cc1F)Nc1ccc(Cl)cc1,5,6,9
COc1ccc(N2C(=O)CC(c3ccccc3)C2=O)cc1 (centres undefined),-16,8,-9
CCc1ccc(N2CN(Cc3ccco3)CNC2=S)cc1,-36,7,-16
Cc1csc2c(N3CCC(C(=O)O)CC3)ncnc12,-12,9,-2
Brc1cc(Br)cc(CN2CCSCC2)c1,5,6,-13
COc1ccccc1NC(=O)CSc1nnc(C2CCCCC2)n1-c1ccccc1,12,8,6
CC(=O)Nc1ccc(NS(=O)(=O)c2c(Cl)cccc2Cl)cc1,-15,7,5
COC(=O)c1cc(=O)n(-c2c(Cl)cc(C(F)(F)F)cc2Cl)[nH]1,12,8,4
Cc1nn(CC(=O)c2ccc(Br)s2)c(C)c1[N+](=O)[O-],5,8,-9
O=S(=O)(Cc1noc(-c2ccccc2Cl)n1)c1ccccn1,-9,8,18
CCCOC(=O)CCCN1C(=O)/C(=C2\SC(=S)N(CCCC(=O)OCCC)C2=O)SC1=S,7,2,2
CCOc1c(Br)cc(CNc2ccc(N3CCN(C(C)=O)CC3)cc2)cc1OC,2,7,25

# High-throughput results from PubChem BioAssay.

# Only part of the results is shown, so the mix of outcomes need not match the whole.
